Source: PubChem (Broad Institute)
PGC1a acetyl inh: inhibitors of PGC1a acetylation signal, primary screen, cell-based, U2OS, AlphaScreen, inhibitor mode. AlphaScreen anti-acetyl-lysine; with virally co-expressed GCN5 acetyltransferase. inhibition, % at 15.6 µM. 350,000 tested, 0.17% active. AID 651687, 2012;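 active means every replicate shows inhibition of at least 40%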;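 further: 0% = neutral control wells and 100% = positive control wells; some results beyond the cut were filed as inactive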
ARNT-TACC3 inh: disruptors of ARNT/TACC3 protein interaction, primary screen, biochemical, AlphaScreen, single concentration; Transforming acidic coiled-coil-containing protein 3 (Homo sapiens), Q9Y6A5; AlphaScreen His-ARNT PAS-B/GST-TACC3 binding, luminescence; TACC3 fragment carries E629A point mutation; inhibition, % at 9.99 µM; 390,000 tested, 0.66% active;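 active means mean inhibition of replicates at least 50% and at least half of replicates each reaching 50%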;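 further: 0% = complete ARNT plus TACC3 wells and 100% = ARNT alone without TACC3; many hits fall short of the cut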
Cneo AK release: Cryptococcus neoformans cell lysis inducers, primary screen, AK release luminescence, single concentration. C. neoformans lysis, adenylate kinase release luminescence, 4 h; normalised: neutral wells 0, clomiphene wells 100. lysis activity, % at 15 µM. 360,000 tested, 0.2% active. AID 651654, 2012;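 active means mean lysis activity across replicates of at least 80%, whatever share of replicates individually reach that level; inactive means mean lysis activity below 80%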
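Assay system: C. neoformans cells. Amount: yeast cell density of 5 × 10^6 cells/mL. Technique: AK luminescence. Buffer or medium: YPD. Times: static 4 h at 37 °C with compound, 1 h detection. Dosing: single-point compound dose. Read-out: lysis from increased AK signal.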
PAX8 reporter: inhibitors of PAX8-driven TPO luciferase reporter, primary screen, RMG-I cells, single concentration. SteadyGlo, 24 h. inhibition, % at 12.6 µM. 360,000 tested, 1.2% active;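 active means mean replicate inhibition at least 60% with every replicate also reaching 60%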;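 further: luciferase light reporting Pax8 driven TPO promoter activity; plate controls were median of neutral control wells for no effect and mitoxantrone controls for full effect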
LGR2 antag: inhibitors of bursicon-induced LGR2 CRE-luciferase signal, primary screen, cell-based, HEK293, CRE-luciferase reporter, bursicon stimulation. Drosophila bursicon receptor LGR2 (rickets). bursicon-stimulated, 4 h. inhibition, % at 9.99 µM. 380,000 tested, 0.35% active. AID 720647, 2013;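 active means drop in luminescence signal, shown as inhibition above about 50% in the replicate tests, limit read from the data, passing the limit was not always enough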;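 further: agonist challenge used bursicon conditioned medium at about half maximal strength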
Statin myotox sup: suppressors of statin myotoxicity in C2C12 myotubes, primary screen, cell-based, single point, plate reader | AID 602340, 2012 | C2C12 myotubes + simvastatin, ATP luminescence, 48 h; scaled: DMSO 0, geranylgeraniol control 100 | rescue of ATP level, % at 7.49 µM | 330,000 tested, 0.78% active;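 active means mean ATP rescue above about 67%, or every replicate alone reaching that limit, limit read from the data, passing the limit was not always enough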;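 further: myotubes were challenged with 10 µM simvastatin during compound exposure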
INS-1E GSIS act: GLuc luminescence reporter in INS-1E cells, primary screen for activators of glucose-dependent secretion of insulin; INS-1E GLuc reporter insulin secretion, 2-3 h; activation, % at 16.6 µM; 370,000 tested, 0.61% active; AID 743287, 2014;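 active means lowest replicate activation of at least 40%, so every replicate reaches that level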;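 further: 0% = median of neutral control wells and 100% = median of IBMX positive control wells; some compounds called inactive have numbers as strong as hits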
PglD DTNB: C. jejuni PglD acetyltransferase inhibitors, primary screen, biochemical, DTNB colorimetric, single point; UDP-N-acetylbacillosamine N-acetyltransferase PglD (Campylobacter jejuni); purified PglD enzyme, DTNB colorimetric CoA detection; inhibition, % at 12.5 µM; 360,000 tested, 0.098% active; AID 602405, 2012; in the data active means inhibition above about 16%, passing the limit was not always enough; further: strong numbers were not always called active
Active calls of the source: *; . = not tested or not shown; & = joins results of further samples.

SMILES	PGC1a acetyl inh	ARNT-TACC3 inh	Cneo AK release	PAX8 reporter	LGR2 antag	Statin myotox sup	INS-1E GSIS act	PglD DTNB
Cc1cc2c(cc1C)CSC(c1ccccc1OC(=O)C(C)(C)C)SC2	6	-4	11	.	.	13	.	4
CCn1c(SCC(=O)N/N=C/c2ccccc2OCC(=O)O)nnc1-c1ccc(C(C)(C)C)cc1	4	1	1	-4	-21	.	-6	7
CC1CCN(C(=O)CSc2nnc(Cc3ccccc3)o2)CC1	.	2	1	-5	-3	6	19	2
N#Cc1cnc(SCC(=O)NNC(=O)COc2cccc3ccccc23)nc1N	-8	1	-6	-8	6	.	-1	-2
CCOc1ccc2[nH]c3c(=O)n(CCC4=CCCCC4)cnc3c2c1	1	1	.	-7	0	.	-3	.
COc1ccc(C(=O)Nc2nc3cc4c(cc3s2)OCO4)c(OC)c1	-6	-2	-6	-182	-50	-27	7	-2
Cc1cc(OCC(=O)NCCCn2ccnc2)c2c(C)c(C)c(=O)oc2c1	13	-3	4	22	13	5	20	-5
CCn1c(SCC(=O)Nc2ccccc2Br)nnc1-c1cnccn1	8	-1	-2	-7	-3	17	1	-2
C[C@H](CO)N1C[C@H](C)[C@H](CN(C)S(=O)(=O)c2cccs2)Oc2c(NS(=O)(=O)c3cccs3)cccc2C1=O	-15	11	-4	22	5	16	-11	0
COC(=O)c1ccc(NC(=O)COc2ccc(N(C)S(=O)(=O)c3ccc(C)cc3)cc2)cc1	-21	-1	-1	4	6	7	-21	1
Cc1ccsc1CNn1cnnc1SCc1ccccc1F	-5	-6	0	.	.	1	.	1
CCCC(=O)Nc1ccc2c(c1)nc1n2CCOC1	4	14	7	-4	.	.	.	-4
C[C@@H]1CN([C@H](C)CO)S(=O)(=O)c2ccc(C3=CCCCC3)cc2O[C@@H]1CN(C)Cc1ccccn1	-8	9	0	37	4	-185	-13	1
C[C@@H]1CN([C@@H](C)CO)S(=O)(=O)c2ccc(Br)cc2O[C@H]1CN(C)Cc1ccc(-c2ccccc2)cc1	-16&-8	.	.	16	10&5	-11	21&10	.
CC(=O)Nc1cccc(-c2ccnc3c2CC(C(=O)NCc2ccco2)O3)c1 (stereo not drawn)	-24	.	1	-3	15	-52	2	-6
CCCNc1c(NC(C)=O)c(=O)oc2ccccc12	.	-1	.	20	13	.	9	.
Cc1cccc(N2CCN(C(=O)C3CCN(S(=O)(=O)c4cnc[nH]4)CC3)CC2)c1C	2	-10	-2	7	.	9	.	-3
O=C(Cc1ccncc1)NCC[C@@H]1CC[C@H](NC(=O)C2CCC2)[C@@H](CO)O1	1	5	-5	-4	-10	0	-1	-4
COc1cc(C(=O)ON=C2C(C)=CC(=O)C=C2C)cc(OC)c1OC	5	-11	0	.	.	6	.	-2
Cc1ccc(C(=O)N2CCN(S(C)(=O)=O)C2)cc1	50	-3	0	.	.	4	.	6
CC1CC(C)CN(C(=O)CNC(=O)Cn2ccc3ccccc3c2=O)C1 (stereo not drawn)	-8	-3	2	-3	-16	8	-3	0
CN=C1c2cc3cc(OC)ccc3n2CCN1Cc1ccccc1	-83	1	3	.	.	-4	.	3
O=C(C(=O)N1CCCc2ccccc21)N1CCCc2ccccc21	.	-5	.	11	4	.	4	.
COc1nc(Nc2ccc([N+](=O)[O-])cc2)nc(NC(C)C)n1	2	-8	1	32	-8	.	-5	5
Cc1[nH]c(=O)[nH]c(=O)c1Sc1ccccc1[N+](=O)[O-]	.	-24	0	7	-4	6	0	10
N#Cc1ccccc1COC(=O)c1cccc(S(=O)(=O)N2CCCC2)c1	-12	-7	-1	-2	5	3	-14	-2
CC(C)(CNc1ccc(C(F)(F)F)cc1[N+](=O)[O-])N1CCOCC1	.	9	-1	14	12	4	-14	-12
Cc1ccccc1Cn1cc(NC(=O)c2cc3nc(-c4ccco4)cc(C(F)(F)F)n3n2)cn1	-1	-7	1	.	.	-12	.	1
Cc1c(C(=O)NCc2cccs2)oc2ccc(Br)cc12	.	5	-1	-113	.	6	.	4
O=C(CSc1ncccn1)Nc1cccc(S(=O)(=O)N2CCOCC2)c1	3	13	-1	-9	22	1	.	-7
CCNc1nc(OC)nc(N(OC)S(=O)(=O)c2ccc(C)cc2)n1	-3	-34	-4	9	-20	10	5	-6
CCOC(=O)c1cc(C)sc1NC(=O)C(c1ccccc1)c1ccccc1	.	0	.	-1	0	.	21	.
O=C(CSc1nnc(-c2ccncc2)n1Cc1ccccc1)NCCc1ccccc1	8	-2	0	.	.	11	.	-7
Cc1cc(C)cc(Nc2cnn(C34CC5CC(CC(CC(=O)O)(C5)C3)C4)c(=O)c2Cl)c1	.	-9	-6	.	-10	-5	0	0
S=C(NNC(=S)Nc1ccc(Cl)cc1)NNc1ccccc1	.	.	1	5	-22	.	.	-5
CCc1c(C(=O)NNC(=S)Nc2ccc(S(=O)(=O)Nc3ncccn3)cc2)csc1C	-1	2	-2	-2	-9	-9	22	3
CC(=O)N(C)C[C@H]1Oc2cc(C#Cc3ccccc3F)ccc2S(=O)(=O)N([C@@H](C)CO)C[C@H]1C	2	6	3	.	14	-5	-20	10
CC(=O)N1CCCC1(C(=O)O)c1ccccc1 (stereo not drawn)	1	1	-2	-11	6	.	28	4
O=C(N/N=C/c1ccc(O)c(O)c1O)/C(=C/c1ccc([N+](=O)[O-])cc1)NC(=O)c1ccccc1	15	64*	-2	4	.	9	.	1
Cc1cn(-c2cc(C(=O)Nc3ccc(C)c(NC(=O)N4CCNC4=O)c3)cc(C(F)(F)F)c2)cn1	3&8	-19	15&-1	10&6	7&11	-17&3	7&7	-4&-4
Cc1cc(-c2n[nH]c(=S)n2/N=C/C=C/c2ccccc2)n[nH]1	.	4	.	14	-9	.	24	.
CCC1(C)NC(=O)N(CC(=O)Nc2cc(C)on2)C1=O (stereo not drawn)	.	.	1	1	3	0	1	0
CCCNC(=O)NC(=O)c1cnccc1C(F)(F)F	.	-5	2	-29	-3	11	-16	5
CC(C)OC(=O)c1c(N)sc2c1CCCC2	-2	4	0	.	.	.	.	8
COc1cc(NC(=O)COC(=O)c2ccc([N+](=O)[O-])s2)cc(OC)c1OC	-5	0	0	0	11	13	-17	-2
CCS(=O)(=O)N1CCCCN2[C@H](CO)[C@H](c3ccc(C#Cc4ccccn4)cc3)[C@@H]2C1	0	3	3	6	-3	-2	-8	-2
COc1ccc2c(c1)CCc1cn3ncc(C#N)c3nc1-2	.	-3	.	-8	2	.	-4	.
CSc1nc(C)cc(/C=C\c2ccccc2)c1C#N	.	-1	0	.	.	-5	.	-3
COC(=O)/C=C1/N/C(=N\c2nc(C)cc(C)n2)N(c2ccccc2)C1=O	.	-11	.	6	18	.	30	.
CC(C)(C)OC(=O)NCc1ccc(CNC(=O)c2ncn(Cc3ccccc3)c2C(=O)NCc2ccc(CNC(=O)OC(C)(C)C)cc2)cc1	.	-1	2	13	.	8	.	3
CCCn1cnc2scc(-c3ccc(C)c(C)c3)c2c1=O	.	-2	-1	4	-1	-6	31	3
O=C(NCCCNC(=O)c1ccc(Cl)cc1Cl)c1ccccn1	.	-3	6	-10	4	27	4	0
CC(=O)Nc1ccc(S(=O)(=O)N2CCN=C2C)cc1	-7	4	1	.	.	-6	.	-2
Cc1ccc(S(=O)(=O)N(C)C)cc1NC(=S)N(CCC#N)Cc1cccnc1	4	1	.	4	13	.	-10	.
O=C(Nc1cc(C(F)(F)F)ccc1Cl)c1ccncc1	0	-9	.	6	6	.	7	.
Cc1ccc(Cn2nnc3c(=O)n(CC(=O)NCc4ccco4)cnc32)cc1	11	2	-1	.	8	-9	-6	-4
CC1CCCC(NC(=O)COC(=O)c2ccc([N+](=O)[O-])s2)C1C (stereo not drawn)	7	-10	-3	-8	5	0	-16	2
O=C(Nc1c(-c2ccccc2)nc2ncccn12)c1cc2ccccc2oc1=O	64	24	-3	9	2	-15	4	-5
CC(OC(=O)CC(C)c1ccccc1)C(=O)Nc1ccc(Cl)cn1 (stereo not drawn)	-7	-10	.	3	25	16	-27	-5
Cc1nc2nc(-c3ccc(Cl)cc3)[nH]n2c(=O)c1Cc1ccccc1	4	-45	0	.	.	-14	.	-1

In the list so far, 9 contain an aryl thioether with sulfur outside any ring:
SMILES	PGC1a acetyl inh	ARNT-TACC3 inh	Cneo AK release	PAX8 reporter	LGR2 antag	Statin myotox sup	INS-1E GSIS act	PglD DTNB
CCn1c(SCC(=O)N/N=C/c2ccccc2OCC(=O)O)nnc1-c1ccc(C(C)(C)C)cc1	4	1	1	-4	-21	.	-6	7
CC1CCN(C(=O)CSc2nnc(Cc3ccccc3)o2)CC1	.	2	1	-5	-3	6	19	2
N#Cc1cnc(SCC(=O)NNC(=O)COc2cccc3ccccc23)nc1N	-8	1	-6	-8	6	.	-1	-2
CCn1c(SCC(=O)Nc2ccccc2Br)nnc1-c1cnccn1	8	-1	-2	-7	-3	17	1	-2
Cc1ccsc1CNn1cnnc1SCc1ccccc1F	-5	-6	0	.	.	1	.	1
Cc1[nH]c(=O)[nH]c(=O)c1Sc1ccccc1[N+](=O)[O-]	.	-24	0	7	-4	6	0	10
O=C(CSc1ncccn1)Nc1cccc(S(=O)(=O)N2CCOCC2)c1	3	13	-1	-9	22	1	.	-7
O=C(CSc1nnc(-c2ccncc2)n1Cc1ccccc1)NCCc1ccccc1	8	-2	0	.	.	11	.	-7
CSc1nc(C)cc(/C=C\c2ccccc2)c1C#N	.	-1	0	.	.	-5	.	-3
